AID2073: inhibitors of Mint1-CaV2.2 protein interaction, biochemical, HTRF (AID 2073). Voltage-dependent N-type calcium channel subunit alpha-1B (Homo sapiens). HTRF protein-protein interaction, Mint1-CaV2.2; higher % means a stronger effect. inhibition, % at 20 µM; hits with a dose series show IC50 in µM. hit rate 0.19% among 290,000; in the data active = inhibition mostly above about 51%, no sharp cut-off; inconclusive = no clear call, values can overlap the other calls; inactive = mostly below about 53%; note: some results filed as inactive read as strong as hits
NTR1 agonist: agonists of NTR1, primary screen, imaging, U2OS cells, beta-arrestin-GFP, high content (AID 493036). Neurotensin receptor type 1 (Homo sapiens), P30989. NTR1-U2OS beta-arrestin-GFP spot imaging, agonist mode. hit rate 0.17% among 330,000. activation, % at 20 µM;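 active = activation at or above 40% of the spot to cytoplasm intensity ratio, with at least 20 cells analyzed; inconclusive = wells under 20 cells, flagged as cytotoxic or low count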;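 note: 0% = DMSO without peptide and 100% = 100 nM NTR1 peptide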
Target sequence (P30989 whole entry, looked up): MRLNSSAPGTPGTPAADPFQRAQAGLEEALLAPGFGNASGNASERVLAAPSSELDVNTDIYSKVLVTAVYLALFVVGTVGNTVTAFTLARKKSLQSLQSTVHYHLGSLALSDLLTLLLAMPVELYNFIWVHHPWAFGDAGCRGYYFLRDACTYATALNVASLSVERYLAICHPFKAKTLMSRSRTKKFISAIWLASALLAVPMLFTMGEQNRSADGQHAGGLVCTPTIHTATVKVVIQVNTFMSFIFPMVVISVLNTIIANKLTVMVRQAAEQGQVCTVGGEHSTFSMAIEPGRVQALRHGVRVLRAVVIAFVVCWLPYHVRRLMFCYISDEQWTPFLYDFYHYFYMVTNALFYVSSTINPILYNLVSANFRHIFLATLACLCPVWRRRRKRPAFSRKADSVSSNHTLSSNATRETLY
Large T inhibition: SV40 large T antigen inhibitors, biochemical (AID 1903) | hit rate 0.39% among 310,000 | SV40 large T antigen ATPase/helicase inhibition assay; higher % means a stronger effect | one-dose inhibition, % at 20 µM; IC50 in µM for titrated hits; in the data active = a potency from the dose series; inconclusive = inhibition mostly from about 32% at the one dose, without a potency; inactive = the rest, 99 in 100 with inhibition below about 32%; note: strong numbers were not always called active
RSV CPE inhibition: RSV antiviral activity via CPE protection, HEp-2 cells, primary 10 µM value included (AID 2391) | HEp-2 cells, RSV-induced CPE inhibition; higher % means a stronger effect | one-dose CPE inhibition, % at 10 µM; IC50 in µM for titrated hits | hit rate 0.13% among 310,000; in the data active = a potency from the dose series; inconclusive = CPE inhibition mostly from about 23% at the one dose, without a potency; inactive = the rest, 99 in 100 with CPE inhibition below about 21%; note: strong numbers were not always called active
Siah-1 displacement: Siah-1 peptide-binding antagonists, primary screen, biochemical, fluorescence polarization, rhodamine-plectin, uHTS (AID 1817); E3 ubiquitin-protein ligase SIAH1 (Homo sapiens); Siah-1 / rhodamine-plectin peptide fluorescence polarization; higher % means a stronger effect; one-dose displacement, % at 20 µM; IC50 in µM for titrated hits; hit rate 0.02% among 290,000;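 active = displacement of at least 50% at 20 µM, with a fluorescence ratio check between 0.3 and a set limit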;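 note: plate controls were Siah plus tracer with DMSO for no effect and tracer alone without Siah for full effect; strong numbers were not always called active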
Rac1 GTP hydrolysis: MgcRacGAP GTPase-activating activity inhibitors, confirmation, biochemical, ADP Hunter fluorescence. Rac GTPase-activating protein 1 (Homo sapiens). MgcRacGAP-stimulated Rac1 GTP hydrolysis, ADP Hunter fluorescence; higher % means a stronger effect; GST-tagged Rac1 F28L mutant substrate. hit rate 0.6% among 340,000. inhibition, % at 30 µM, or IC50 in µM where a hit was titrated;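 active = first-screen hits whose inhibition reached a set limit at any dose in the follow-up dose series; inconclusive = inhibition above the set first-screen limit but never retested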;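 note: fluorescence reports GDP produced by GAP-driven GTP hydrolysis; strong numbers were not always called active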
K1F lysis inhibition: inhibition of K1F phage lysis, E. coli UTI89, bacterial capsule biogenesis inhibitors, alamar blue (AID 488966) | inhibition, % at 100 µM; hits with a dose series show IC50 in µM | E. coli UTI89 K1F phage lysis, alamar blue, 2 h; higher % means a stronger effect | hit rate 0.02% among 340,000;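 active = phage lysis inhibition, versus mean bacterial control, above a set limit; inconclusive = no clear call, values can overlap the other calls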;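 note: capsule biogenesis inhibitors block K1F phage lysis so surviving cells raise fluorescence; higher fluorescence means more inhibition of phage lysis; actives were called in the ten point dose series up to 300 µM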
West Nile virus CPE: West Nile virus antiviral activity, cell-based, CPE readout (AID 1621); West Nile virus-infected cells, CPE inhibition; higher % means a stronger effect; CPE inhibition, % at 10 µM; hits with a dose series show IC50 in µM; hit rate 0.02% among 290,000; in the data active = a potency from the dose series; inconclusive = CPE inhibition mostly from about 3.7% at the one dose, without a potency; inactive = the rest, 99 in 100 with CPE inhibition below about 2.2%; note: strong numbers were not always called active
NS5 inhibitors: Dengue-2 NS5 methyltransferase inhibitors, primary screen, biochemical, confirmation dose response (AID 588689); inhibition, % at 25 µM, or IC50 in µM where a hit was titrated; hit rate 0.3% among 340,000; Dengue-2 NS5 methyltransferase capping enzyme assay, biochemical; higher % means a stronger effect; in the data active = a potency from the dose series; inconclusive = inhibition above about 29% without an active follow-up result
NTR1 agonist cell count 20 µM: further read-out of NTR1 agonist, marked with its call; cell count; measured here: cell count, cytotoxicity flag
NS5 inhibitors pilot replicate: further read-out of NS5 inhibitors, marked with its call; inhibition, %; measured here: pilot screen replicate inhibition
Active calls of the source: *; u = inconclusive; x = not tested or not shown; [ ] = remark or other dose.

SMILES | AID2073 | NTR1 agonist | NTR1 agonist cell count 20 µM | Large T inhibition | RSV CPE inhibition | Siah-1 displacement | Rac1 GTP hydrolysis | K1F lysis inhibition | West Nile virus CPE | NS5 inhibitors | others
O=C(NCc1ccccc1)c1onc(CSc2ccc(Cl)cc2)c1C(=O)NCC1CC1 | x | 1.2 | 93 | 21% | 4.2% | x | 12% | 9.7% | x | -4%
COc1ccc(NC(=O)CSc2[nH]c(=O)cc(C)c2C#N)cc1OC | -9% | 3.9 | 49 | 14% | 1.7% | 0% | 9% | 6.2% | 0.0% | -1%
CCOC(=O)C1=C(CSc2nc(-c3ccncc3)ccc2C#N)OC(N)=C(C#N)C1c1ccc(OC)cc1 (stereo not drawn) | 47% | -0.6 | 71 | 31% | 0.6% | 5% | 8% | 1.0% | 0.1% | -9%
COc1ccccc1C(CNC(=O)CNC(=O)c1ccccc1Cl)N1CCCC1 (stereo not drawn) | x | -1.2 | 35 | x | 0.3% | x | 5% | -0.1%[50 µM] | x | 2%
CC(C)(C)c1nc(NCCO)c2nnn(Cc3ccccc3)c2n1 | 5% | 26 | 70 | 7% | 10% | -1% | 2% | -0.2% | -1.9% | -2% | NS5 inhibitors pilot replicate=-0.3
NC(=O)c1ccccc1NC(=O)C(c1ccccc1)c1ccccc1 | x | 0.1 | 54 | 8% | -1.1% | x | -49% | -0.5% | x | -14%
Cc1ccccc1N1CCN(C(=O)c2ccccc2NC(=O)/C=C\C(=O)O)CC1 | -5% | -0.8 | 41 | 32% | 0.4% | -2% | 6% | -0.2% | 0.1% | -8%
Cc1cc(C)cc(NC(=O)C2CCCN(c3nccc(C)n3)C2)c1 (stereo not drawn) | -5% | -0.6 | 48 | -2% | 1.3% | 4% | 12% | 0.4% | -0.8% | 0%
O=C(Nc1ccc(Cl)c(Cl)c1)N1CC=CCC1 | -5% | 1.6 | 66 | -18% | u | -1% | 8% | 0.2% | -0.1% | -3%
Nc1ccccc1SC/C=C/CSc1ccccc1N | -20% | -0.5 | 48 | 5% | 5.3% | 6% | 18% | 0.0% | 0.0% | 1%
CC(C)Sc1nc(N2CCCC2)c2c(c1C#N)CC(C)(C)OC2 | 10% | 2.6 | 48 | 8% | 1.5% | -2% | 14% | 2.8% | 0.3% | 0%
CCc1n[nH]c2c1/C(=N\O)CC(C)(C)C2 | -5% | -0.5 | 49 | 7% | 0.9% | 1% | 3% | 0.6% | -0.1% | -9%
CCCCCn1c(=O)c(C(=O)OCC)c(Cl)c2ccccc21 | 2% | 2.3 | 46 | 5% | 1.3% | 12% | 5% | 0.2% | -0.1% | -2%
Cc1ccc(C)c(NC(=O)CCC(=O)N/N=C/c2ccc[nH]2)c1 | -8% | 2.3 | 55 | 2% | 0.6% | -4% | 11% | 4.9% | -0.2% | -1%
CCOC(=O)C1=C(C)N(C)C(=O)NC1c1c(OC)ccc2ccccc12 (stereo not drawn) | -2% | -0.4 | 58 | -2% | 1.8% | -4% | -2% | -0.3% | -0.8% | -5%
COC(=O)c1ccccc1OC(=O)c1cc2ccccc2oc1=O | 9% | 1.0 | 60 | -23% | -0.2% | -3% | 11% | -0.9%[50 µM] | -0.2% | 6%
Cc1ccc(-c2nc3ncccc3o2)cc1NC(=O)c1cccs1 | 4% | -0.5 | 82 | 9% | -0.3% | 9% | 11% | 0.0% | -0.4% | 4%
Cc1cc(C(=O)CN2C(=O)NC(c3ccccc3)(c3ccccc3)C2=O)c(C)n1Cc1ccco1 | 7% | 2.7 | 77 | 25% | 3.9% | -7% | -2% | -0.5% | -0.1% | -8%
COc1ccc(OC)c(NC(=O)COC(=O)c2c(C)noc2C)c1 | x | 2.2 | 48 | x | 1.8% | x | 5% | 1.1%[50 µM] | x | -8%
CC1CCN(S(=O)(=O)c2ccc3c(ccn3CC(=O)O)c2)CC1 | 10% | 0.7 | 71 | 10% | 1.8% | -3% | 12% | 0.3% | 0.3% | -15%
CCOC(=O)C1CCN(C(=O)c2cc(COc3ccc(F)cc3F)on2)CC1 | 13% | 0.5 | 54 | 7% | 0.1% | 2% | 6% | -0.1% | 0.9% | -3%
CCNC(=S)SCCOc1ccc(C)cc1 | -2% | 2.1 | 54 | 4% | 0.4% | 4% | 0% | 5.1% | 0.4% | -1%
O=c1c2ccccc2ncn1Cc1ccccc1 | 15% | 1.5 | 66 | 8% | 1.9% | 4% | 17% | 1.9% | -0.7% | 5%
O=C(NCCCNc1ccc([N+](=O)[O-])cc1Cl)c1ccccc1F | 8% | -0.7 | 36 | 10% | 3.2% | -7% | 11% | 0.1% | -1.1% | x
Cc1nc(SCC#N)c2c3c(sc2n1)CCC3 | 3% | 1.2 | 46 | 1% | 15% | 0% | 8% | 0.4% | -0.3% | -1%
Cc1c(C2(O)CCCCC2)[nH]c2cc(C(F)(F)F)ccc12 | x | 8.9 | 64 | x | x | x | 0% | -1.1% | x | -6%
COc1ccc(C)cc1S(=O)(=O)N1CCN(S(=O)(=O)c2cc(C)ccc2OC)C(C)C1 (stereo not drawn) | 27% | 1.2 | 80 | 7% | 4.3% | 5% | 1% | 0.1% | -0.6% | -2%
COc1ccc(COCCN2CCN(S(=O)(=O)c3ccc(C)cc3)CCC2=O)cc1 | 1% | -0.1 | 44 | 0% | -1.6% | 2% | x | x | -0.8% | x
CCOC(=O)C1CCN(C(=O)c2n[nH]c(=O)c3ccccc23)CC1 | -4% | -5.2 | 82 | 1% | 0.7% | 1% | -1% | 0.2% | -0.1% | -3%
CC(C)(C)CC(=O)Nc1nnc(-c2cccs2)s1 | -14% | -0.2 | 57 | 8% | 3.0% | -1% | 5% | 2.6% | 0.0% | -10%
COC(=O)c1sccc1NS(=O)(=O)c1ccccc1[N+](=O)[O-] | x | 0.1 | 73 | x | x | x | 5% | -0.1%[50 µM] | x | 4%
COc1ccc(N2C(=O)CC(Sc3nc4c(cc3C#N)CCC4)C2=O)cc1 (stereo not drawn) | 10% | 0.9 | 46 | 13% | 1.7% | 6% | 4% | 1.0% | 0.1% | 1%
Cc1ccc(N2C(=O)C3C4C=CC(CNC(=S)N5CCN(c6cccc(C)c6)C(C)C5)(O4)C3C2=O)cc1 (stereo not drawn) | 57% | 1.7 | 61 | 8% | 0.7% | -1% | -7% | 0.1% | -0.4% | -5%
O=C(Nc1ccc2c(c1)C(=O)OC2)c1ccc(Cl)cc1 | -8% | 2.1 | 44 | 8% | 2.1% | 1% | -1% | 0.0% | -0.6% | -3%
Cc1c(N2C(=O)/C(=C/C3CC=CCC3)SC2=S)c(=O)n(-c2ccccc2)n1C (stereo not drawn) | 12% | 1.1 | 49 | 30% | 0.4% | -3% | x | x | 0.0% | x
O=C(Oc1cccnc1)c1ccco1 | -2% | -0.2 | 90 | -6% | 0.9% | 1% | 12% | -0.9% | 0.8% | 6%
CC(C)CCNC(=O)C(c1cccnc1)N(Cc1ccccc1)C(=O)Cn1nnc2ccccc21 (stereo not drawn) | x | 0.1 | 56 | x | -0.3% | x | -5% | -4.0% | -0.5% | 1%
N#CC1=C(N)OC2=C(C(=O)CCC2)C1CCc1ccccc1 (stereo not drawn) | -2% | 0.2 | 56 | 7% | 0.8% | 0% | 14% | 1.7% | -0.1% | -8%
Cc1ccc(N(CC(=O)NCc2ccc3c(c2)OCO3)S(=O)(=O)c2c(C)noc2C)cc1 | -12% | -1.5 | 106 | 13% | -0.8% | 0% | -4% | -0.8% | -0.1% | -1%
O=C(CN1CCCCC1)Nc1nc(-c2ccc(F)c(F)c2)cs1 | 6% | 1.4 | 8 | -11% | 1.8% | 0% | 1% | -0.5% | -0.7% | 4%

Random excerpt: 2 entries already listed, in no set order.
SMILES | AID2073 | NTR1 agonist | NTR1 agonist cell count 20 µM | Large T inhibition | RSV CPE inhibition | Siah-1 displacement | Rac1 GTP hydrolysis | K1F lysis inhibition | West Nile virus CPE | NS5 inhibitors | others
N#CC1=C(N)OC2=C(C(=O)CCC2)C1CCc1ccccc1 (stereo not drawn) | -2% | 0.2 | 56 | 7% | 0.8% | 0% | 14% | 1.7% | -0.1% | -8%
COc1ccc(C)cc1S(=O)(=O)N1CCN(S(=O)(=O)c2cc(C)ccc2OC)C(C)C1 (stereo not drawn) | 27% | 1.2 | 80 | 7% | 4.3% | 5% | 1% | 0.1% | -0.6% | -2%

More results:
SMILES | AID2073 | NTR1 agonist | NTR1 agonist cell count 20 µM | Large T inhibition | RSV CPE inhibition | Siah-1 displacement | Rac1 GTP hydrolysis | K1F lysis inhibition | West Nile virus CPE | NS5 inhibitors | others
COc1ccc(CN(CC(=O)NCC2CCCO2)C(=O)CNS(=O)(=O)c2ccccc2)cc1 (stereo not drawn) | 12% | 0.5 | 44 | 4% | 0.5% | -4% | 3% | -0.1% | -0.3% | -15%
Cc1cccc(-n2c(-c3ccncc3)n[nH]c2=S)c1C | 13% | 0.2 | 46 | 12% | -0.5% | -1% | -3% | -0.5% | -0.1% | 11%
CC(=O)NC(=S)Nc1ccc(NC(=O)c2cccnc2)cc1 | -8% | 0.2 | 42 | 9% | 1.5% | -1% | -10% | -0.8% | 0.1% | -4%
O=S(=O)(NCCc1csc(-c2cccnc2)n1)c1ccc2c(c1)OCCO2 | 10% | 0.5 | 47 | 4% | 0.8% | 1% | 14% | -1.3% | -0.1% | -6%
Cc1cc(NC(=O)C2CCN(S(=O)(=O)Cc3ccccc3)CC2)ccc1-n1cnnn1 | 7% | 1.1 | 27 | 2% | 1.9% | 0% | 12% | 4.3% | 0.1% | -3%
COc1cc(C2/C(=C(\O)c3ccc4c(c3)OCCO4)C(=O)C(=O)N2Cc2ccccc2)ccc1O (stereo not drawn) | 4% | -0.7 | 63 | 5% | 1.3% | -2% | 13% | 0.1% | 0.3% | 4%
COc1cc2c(cc1OC)C(c1c(Cl)cccc1Cl)NC(=O)C2 (stereo not drawn) | 9% | 0.6 | 45 | 0% | 1.4% | 1% | 8% | 0.1% | 0.0% | -9% | NS5 inhibitors pilot replicate=-5.5

Of the compounds above, 2 have a nitro group on carbon.
SMILES | AID2073 | NTR1 agonist | NTR1 agonist cell count 20 µM | Large T inhibition | RSV CPE inhibition | Siah-1 displacement | Rac1 GTP hydrolysis | K1F lysis inhibition | West Nile virus CPE | NS5 inhibitors | others
O=C(NCCCNc1ccc([N+](=O)[O-])cc1Cl)c1ccccc1F | 8% | -0.7 | 36 | 10% | 3.2% | -7% | 11% | 0.1% | -1.1% | x
COC(=O)c1sccc1NS(=O)(=O)c1ccccc1[N+](=O)[O-] | x | 0.1 | 73 | x | x | x | 5% | -0.1%[50 µM] | x | 4%

Outcome played no part in choosing rows (roughly 1.6% active in at least one column).
